PGE2 EP2 inh: EP2 receptor (human) inhibition. inhibition, % at 25 µM. P43116. actives 0.52% (n = 260,000). C6 glioma cells expressing human EP2, cAMP TR-FRET; cells stimulated with saturating PGE2;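 active means percent inhibition above 40 after rounding to a whole number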;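 further: rat C6 glioma host cells with rolipram phosphodiesterase inhibitor present; the protocol text gives 20 µM as final concentration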
m-calpain inh: calpain II (pig) inhibition. actives 0.37% (n = 220,000). AID 1236. purified calpain II, fluorogenic peptide substrate, 30 min. inhibition, % at 16 µM;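 active means inhibition above about 50%, limit read from the data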
EP2 mod: EP2 receptor (human) modulation. EP2-expressing cells, cAMP HTRF FRET, PGE2 co-stimulation. induction, % at 25 µM. P43116. actives 0.83% (n = 260,000);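 active means compounds whose cAMP rise, as percent of the full-agonist control response, exceeds 60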;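 further: rat C6 glioma line stably carrying human EP2 under a CMV promoter; the protocol text gives 20 µM as final concentration; 100% = response of wells given 1 µM PGE2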
Tb hexokinase: blocks Trypanosoma brucei hexokinase 1 activity; recombinant TbHK1, G6PDH-coupled NADH A340; inhibition, % at 10 µM; actives 0.11% (n = 220,000); AID 1430;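 active means inhibition of 50% or more in the single-dose primary screen; inactive means inhibition below 50%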
L929 necroptosis: L929 zVAD cell death inhibition | L929 zVAD necroptosis rescue, ATP luminescence, 24 h; with zVAD 60 µM | viability rescue, % at 10 µM | actives 0.38% (n = 220,000) | AID 1377;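 active means activation, scaled between plate controls, above about 75%, limit read from the data; inactive means activation under that limit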;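 further: 0% = zVAD with DMSO and 100% = DMSO alone without zVAD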
Rad51 HR inh: Rad51 (human) homologous recombination inhibition; Q06609; hRad51 DNA strand exchange, fluorescence dequenching; inhibition, % at 10 µM; actives 0.085% (n = 200,000); AID 1385;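 active means inhibition above 40% at the single screening dose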;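 further: 0% = DMSO control wells and 100% = blanks with heterologous ssDNA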
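Material: human Rad51–ssDNA filaments; Probe or stimulus: labelled 47-mer dsDNA for strand exchange; Doses: single 10 µM dose; Incubation: 37 °C 15-min filament assembly, 30-min compound preincubation, 15-min exchange; Technique: FRET fluorescence dequenching, excitation 485 nm, emission 520 nm; Measure: Fluorescence-based percent inhibition, control- and blank-normalised; Benchmarks: plate control and blank wells.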
Hck Nef HTS: inhibitors of human Hck kinase activated by Nef; Recombinant Hck-YEEI plus Nef, Z-Lyte FRET kinase assay; inhibition, % at 20 µM; actives 0.68% (n = 220,000); AID 463187;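 active means Hck-Nef kinase inhibition above about 50%, limit read from the data; inactive means inhibition below that limit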;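 further: 0% = DMSO with Hck plus Nef and 100% = Hck alone without Nef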
14-3-3 Bad PPI: disrupts binding of bovine 14-3-3 zeta to phospho-Bad peptide; P63103; TR-FRET 14-3-3zeta/Dy647-pBad peptide displacement, 1 h; inhibition, % at 21.7 µM; actives 0.71% (n = 220,000); AID 781;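 active means inhibition above about 70%, limit read from the data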;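 further: 0% = full 14-3-3 plus peptide FRET controls and 100% = background without 14-3-3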
eIF4E-4G inh: blocks eIF4E binding to eIF4G; P63073+Q04637; TR-FRET eIF4E-eIF4GI(517-606) binding, 2 h; inhibition, % at 21.7 µM; actives 0.37% (n = 220,000); AID 782;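 active means inhibition above about 30%, limit read from the data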;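 further: 0% = full FRET control wells and 100% = background wells lacking eIF4GI fragment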
Active calls of the source: *; . = no result given; & = joins results of further samples; [ ] = another dose, or the depositor's remark. Not all compounds are listed (hit frequency here may not be typical).

SMILES	PGE2 EP2 inh	m-calpain inh	EP2 mod	Tb hexokinase	L929 necroptosis	Rad51 HR inh	Hck Nef HTS	14-3-3 Bad PPI	eIF4E-4G inh
Cc1ccccc1NC(=S)N(CCCN1CCOCC1)Cc1ccccn1	7	27	1	27	-0.4	-7	1	11	-2
COc1ccc(CNS(=O)(=O)c2ccccc2Br)cc1	13	0	-2	-5	0.2	-1	31	-1	-6
COc1cc(C(=O)NCc2nnc(SCC(=O)N3CCc4ccccc43)o2)cc(OC)c1OC	.	6	14	0	-0.1	.	1	-8	-3
CC/C(C)=N/NC(=O)c1[nH]c2ccc(C)cc2c1-c1ccccc1	0	11	30	1	5.9	1	-25	2	0
COc1ccc(S(=O)(=O)NC(C)C(=O)O)cc1 (stereo not given)	7	5	13	7	0.6	-7	0	-6[fluorescence artefact?]	-3
CCCOc1ccc2c(CC)cc(=O)oc2c1C	4	-116	47	-10	0.3	.	1	-3	7[fluorescence artefact?]
c1ccc2c(c1)CCc1c-2nc2ccccc2c1N1CCOCC1	8	9	29	-17	1.7	13	12	-13	2
CCCc1nnc(NC(=O)c2cccc(OC)c2)s1	9	-10	-7	-8	2.2	4	5	0	-2
COc1ccc(-c2nc3oc4cc(OC)ccc4c(=O)c3c(=O)n2Cc2ccco2)cc1	6	-90	22	-26	3.5	-4	0	-4[fluorescence artefact?]	8[fluorescence artefact?]
O=C(Nc1nc2ccccc2s1)C1CC(=O)N(c2ccc(Cl)cc2)C1 (stereo not given)	9&27	-34	-118&-51	-5	0.6	-2	-1	-8	2
O=C(NCCCN=C1NS(=O)(=O)c2ccccc21)c1ccc(S(=O)(=O)N2CCCCC2)cc1	8	7	-10	6	-0.8	-4	6	7	0
COC(=O)N/N=C/c1ccc(/C=N/NC(=O)OC)cc1	5	27	10	-26	0.6	-10	18	-1	-3
C=CCn1c(SCC(=O)Nc2c(C)n(C)n(-c3ccccc3)c2=O)nc2sc(C)c(-c3ccccc3)c2c1=O	22	-8	0	-11	-0.2	-1	1	-9	-3
Oc1ccc(N=Cc2cc(Br)c(N3CCOCC3)o2)cc1	3	17	-7	4	1.8	-6	8	-17	6
Cc1cc(CN(C)C(=O)c2cc(COc3ccc4ncccc4c3)on2)on1	2	-16	-24	-3	-1.0	.	1	-5	-4
COc1cc(C(=O)OCCCN(C)C)cc(OC)c1OC	3	10	24	-7	-0.1	-101	27	5	-8
COc1ccc(C(=O)OCn2nnc3ccccc3c2=O)cc1OC	10	16	-12	3	1.0	4	-1	1	5
COC(=O)C1CCN(c2cc(=O)n(-c3ccc(OC)cc3)c(=O)[nH]2)CC1	7	7	7	4	1.7	1	-1	4[fluorescence artefact?]	0[fluorescence artefact?]
O=C(CCCc1nc2ccccc2s1)NCc1cccnc1	2	20	-11	2	0.5	-2	9	2	-4
COC(=O)CN(Cc1ccco1)S(=O)(=O)c1ccccc1	4	-72	6	-7	-1.1	-2	4	10	8
CCOC(=O)N1CCC(NC(=O)c2ccc3c(c2)sc2nc(-c4ccccc4)cn23)CC1	20	-64	-32	-10	1.0	2	20	.	.
O=c1[nH]c2sc3c(c2c2nncn12)CCCC3	5	24	22	-3	1.2	-3	0	4[fluorescence artefact?]	0[fluorescence artefact?]
CC1CC(C)CN(CCCNC(=O)c2ccc3c(c2)NC(=O)C(N2CCCCC2)S3)C1 (stereo not given)	9	-8	-14	15	0.6	-4	1	-6	-2
COCc1cc(C)nc2sc3c(=O)oc(C)nc3c12	.	19	28	44	-0.3	.	0	-6	-1[fluorescence artefact?]
CC(=O)Nc1ccc(NC(=O)CCCc2c[nH]c3ccccc23)cc1	6	-25	-58	-1	1.6	.	19	-18	-5

Six neighbouring records out of the list so far:
SMILES	PGE2 EP2 inh	m-calpain inh	EP2 mod	Tb hexokinase	L929 necroptosis	Rad51 HR inh	Hck Nef HTS	14-3-3 Bad PPI	eIF4E-4G inh
CC/C(C)=N/NC(=O)c1[nH]c2ccc(C)cc2c1-c1ccccc1	0	11	30	1	5.9	1	-25	2	0
COc1ccc(S(=O)(=O)NC(C)C(=O)O)cc1 (stereo not given)	7	5	13	7	0.6	-7	0	-6[fluorescence artefact?]	-3
CCCOc1ccc2c(CC)cc(=O)oc2c1C	4	-116	47	-10	0.3	.	1	-3	7[fluorescence artefact?]
c1ccc2c(c1)CCc1c-2nc2ccccc2c1N1CCOCC1	8	9	29	-17	1.7	13	12	-13	2
CCCc1nnc(NC(=O)c2cccc(OC)c2)s1	9	-10	-7	-8	2.2	4	5	0	-2
COc1ccc(-c2nc3oc4cc(OC)ccc4c(=O)c3c(=O)n2Cc2ccco2)cc1	6	-90	22	-26	3.5	-4	0	-4[fluorescence artefact?]	8[fluorescence artefact?]

The listing continues.
SMILES	PGE2 EP2 inh	m-calpain inh	EP2 mod	Tb hexokinase	L929 necroptosis	Rad51 HR inh	Hck Nef HTS	14-3-3 Bad PPI	eIF4E-4G inh
CCOc1ccc(C2c3c(oc4ccccc4c3=O)C(=O)N2CCCN2CCOCC2)cc1OCC (stereo not given)	7	-61	16	2	0.2	-4	9	10	0
O=S(=O)(c1cc(Cl)ccc1Cl)n1cccn1	3	5	30	-2	-0.3	.	3	0	0
CN(c1ccc(C(=O)NCCC2=CCCCC2)cc1)S(C)(=O)=O	9	-14	8	-1	1.6	2	1	-1	-3[fluorescence artefact?]
Cc1cc(=O)n2nc(N3CCCC(C(=O)NCc4ccco4)C3)sc2n1 (stereo not given)	7	-5	21	-5	0.9	-1	0	-5	-8
Nc1nc2n(n1)C(c1ccccc1Cl)CC(c1ccc(F)cc1)N2 (stereo not given)	7	-8	6	-2	0.0	3	17	1	3
NC1=NS(=O)(=O)NC1c1cccc(F)c1 (stereo not given)	9	-41	28	-3	6.8	9	34	-12	2
Cc1ccc(NC(=O)CN2CCC(C(N)=O)CC2)cc1[N+](=O)[O-]	11	-2	-3	-4	0.9	3	-1	-6	1
COc1ccc(-c2ccc(-c3nnn(CC(C)=O)n3)cc2)cc1	6	0	1	-4	-0.3	-11	0	1	2
COc1ccc(NC2c3ccccc3C(=O)N2c2cccnc2)cc1Cl (stereo not given)	6	7	-1	4	-0.7	5	-7	13	-7[fluorescence artefact?]
O=S(=O)(c1cccc(-c2nn3c(-c4ccncc4)nnc3s2)c1)N1CCOCC1	28	-1	11	1	0.7	4	1	11	3[fluorescence artefact?]
CCOC(=O)c1ccc(NS(=O)(=O)c2ccc(SC)cc2)cc1	5	-13	-5	4	0.4	6	-8	3	0
COc1ccc(/C=N/OCC(=O)N2CC3(C)CC2CC(C)(C)C3)cc1 (stereo not given)	10	18	8	4	1.8	-9	2	1[fluorescence artefact?]	1
O=C(NCc1ccc2c(c1)OCO2)c1nn2cccnc2c1Cl	8	4	-4	-15	-0.2	0	10	62	-2
COc1cccc(-n2c(C)nnc2SCC#N)c1	4	-42	4	-1	0.9	-1	-1	-1	3[fluorescence artefact?]
CC(=O)Nc1ccc(S(=O)(=O)NCC2CCC(C(=O)NCCC3=CCCCC3)CC2)cc1 (stereo not given)	20	52*	-10	-6	0.0	.	1	-4	-2
COCCCNC(=O)c1ccc2c(c1)CCN2S(C)(=O)=O	2	-12	21	-9	-0.5	-6	2	0	0
CS(=O)(=O)N(Cc1ccccc1)c1ccc(C(=O)Nc2ccc3c(c2)OCO3)cc1	5	15	-30	-3	-1.0	4	3	-4	-7
CCCc1cc(C(=O)Cc2ccc(F)cc2)c(O)cc1O	6	24	35	-22	-0.1	6	-12	-8[fluorescence artefact?]	4[fluorescence artefact?]
C/C(=N\OCC(=O)Nc1ccccc1C(=O)O)c1cccs1	4	-15	15	-6	1.2	.	-2	-2	0
CCc1ccc(CNC(=O)C2CCN(S(=O)(=O)N3CCC4(CC3)OCCO4)CC2)cc1	8	5	16	-1	4.6	15	26	-19	-3
CCNc1nc(NC(C)C)nc(N(C#N)CCOc2ccc(Cl)cc2Cl)n1	5	-2	59	4	-0.1	1	-1	-8[fluorescence artefact?]	-3
CCCCOC(=O)c1cc(=O)[nH]c2ccc(C)cc12	10	-187	-19	-5	8.9	-7	8	4	5
N=c1sccn1CC(=O)Nc1ccc2c(c1)CCC2	7	-7	4	1	0.1	3	0	3[fluorescence artefact?]	6[fluorescence artefact?]
CCOC(=O)N1CCC(N2CC34C=CC(O3)C(C(=O)Nc3ccc(OCC)cc3)C4C2=O)CC1 (stereo not given)	3	-16	17	1	0.7	-2	16	2	-12
CCOc1ccc(CC(=O)NNC(=S)Nc2ccc(OC)c(OC)c2)cc1	7	-7	6	7	0.2	-2	1	-12	-3

(cont.)
SMILES	PGE2 EP2 inh	m-calpain inh	EP2 mod	Tb hexokinase	L929 necroptosis	Rad51 HR inh	Hck Nef HTS	14-3-3 Bad PPI	eIF4E-4G inh
O=C1C(Nc2ccccc2)=C2CCCC=C2N1c1ccccc1	3	-30	27	-10	0.8	.	6	-1	0
CCN(CC)CCCNC(=O)Cn1ccc2ccccc2c1=O	6	-17	24	-7	0.5	-9	-11	-4	1
O=C(c1ccccc1)c1ccccc1N/C=C/c1nnnn1-c1ccccc1	10	26	-6	-9	0.6	-1	-1	-1	-8
O=C1CCC(C(=O)OCc2cc(=O)oc3ccc4ccccc4c23)=NN1	4	-266	18	-22	0.2	13	24	3	-3
C/C(=N\NC(=O)Cn1cc([N+](=O)[O-])cn1)c1ccc(O)cc1	9	-20	18	-13	0.4	-1	15	-4	-3
CC(=O)n1cc(C2C(=O)CC(C)(C)CC2=O)c2ccccc21	4	19	10	1	1.3	4	0	-7	-1
CCOC(=O)C(NC(C)=O)(N1CCOCC1)C(F)(F)F (stereo not given)	4	20	10	13	0.0	-7	1	-10	6
COc1ccc(NCC(=O)Nc2ccc(C#N)cc2)cc1Cl	2	-24	12	-9	0.2	0	6	-4	-4
CCOC(=O)c1sc2nc3n(c(=O)c2c1C)CCC(C)CC3 (stereo not given)	19	-9	39	-1	-0.1	-2	2	4	-2
COc1ccc(Oc2nc(C(F)(F)F)nc3ccccc23)cc1	7	17	44	-4	-0.1	4	0	-20	-2
COc1ccc(NS(=O)(=O)c2cccc(NC(=O)CCC(=O)c3ccc(Cl)cc3)c2)cc1	5	2	2	-3	2.5	-7	2	1	3[fluorescence artefact?]
COC(=O)[C@H](C)NC(=O)Nc1cccc(C(F)(F)F)c1	9	-25	-2	-2	-0.2	-3	1	6[fluorescence artefact?]	5[fluorescence artefact?]

Filtered by structure: those above containing a COOH group
SMILES	PGE2 EP2 inh	m-calpain inh	EP2 mod	Tb hexokinase	L929 necroptosis	Rad51 HR inh	Hck Nef HTS	14-3-3 Bad PPI	eIF4E-4G inh
COc1ccc(S(=O)(=O)NC(C)C(=O)O)cc1 (stereo not given)	7	5	13	7	0.6	-7	0	-6[fluorescence artefact?]	-3
C/C(=N\OCC(=O)Nc1ccccc1C(=O)O)c1cccs1	4	-15	15	-6	1.2	.	-2	-2	0

Bioassay records deposited in PubChem by several laboratories.
